procasp3 activ – activators of human procaspase-3. activation, % at 8.5 µM. recombinant procaspase-3 D3A, Ac-DEVD-pNA absorbance 405 nm. P42574. 330,000 tested, 0.11% active;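 active means activation above the mean of all tested compounds plus 3 SD, cut at about 21% in these data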;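 further: 0% = DMSO alone and 100% = DMSO wells spiked with extra 5 µM PC-3 D3A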
Target sequence (P42574 whole entry D9A/D28A/D175A): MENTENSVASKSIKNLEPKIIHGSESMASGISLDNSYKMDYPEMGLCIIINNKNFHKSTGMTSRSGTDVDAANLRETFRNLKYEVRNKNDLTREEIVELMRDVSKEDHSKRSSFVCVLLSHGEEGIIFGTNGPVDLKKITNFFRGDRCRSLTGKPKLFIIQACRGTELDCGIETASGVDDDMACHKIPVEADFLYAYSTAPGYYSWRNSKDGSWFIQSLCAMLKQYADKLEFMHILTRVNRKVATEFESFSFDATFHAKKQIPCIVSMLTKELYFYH
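Assay system: Procaspase-3 D3A mutant, all three cleavage aspartates alanine. Buffer or medium: Zinc-free HEPES saline buffer with Triton X-100. Times: 1 h compound preincubation, 2 h substrate hydrolysis at 25 °C. Measured by: 405 nm absorbance of p-nitroaniline, reads at 0 and 120 min. Read-out basis: percent activation relative to control range. Replicates: singlicate.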
CTSL1 counter – counter-screen for PFM18AAP inhibitors: inhibitors of F. hepatica cathepsin L1; recombinant F. hepatica cathepsin L1, Z-Leu-Arg-MCA fluorescence; inhibition, % at 5.96 µM; 300,000 tested, 0.49% active;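 active means inhibition above the mean of all tested compounds plus 3 SD, set per screening campaign, cut at about 17% in these data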;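 further: 0% = plate median of test compound wells and 100% = 1 µM Z-Phe-Ala-diazomethylketone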
TPT1 inhibitor – blocks Candida albicans tRNA 2'-phosphotransferase. inhibition, % at 5 µM. 300,000 tested, 0.81% active. AID 1962. recombinant caTPT1, FP RNA substrate dephosphorylation;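 active means inhibition above the mean of all tested compounds plus 3 SD, set per screening campaign, cut at about 24% in these data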;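 further: plate controls were DMSO alone for no effect and ferristatin control at 100 nM for full effect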
AHR act – activates the human aryl hydrocarbon receptor; AHR-responsive luciferase reporter cells, luminescence; activation, % at 5 µM; 320,000 tested, 2.5% active; AID 2796; in the data active means activation above about 47%;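 further: 0% = vehicle wells and 100% = reference agonist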
Target sequence (P35869 whole entry, looked up): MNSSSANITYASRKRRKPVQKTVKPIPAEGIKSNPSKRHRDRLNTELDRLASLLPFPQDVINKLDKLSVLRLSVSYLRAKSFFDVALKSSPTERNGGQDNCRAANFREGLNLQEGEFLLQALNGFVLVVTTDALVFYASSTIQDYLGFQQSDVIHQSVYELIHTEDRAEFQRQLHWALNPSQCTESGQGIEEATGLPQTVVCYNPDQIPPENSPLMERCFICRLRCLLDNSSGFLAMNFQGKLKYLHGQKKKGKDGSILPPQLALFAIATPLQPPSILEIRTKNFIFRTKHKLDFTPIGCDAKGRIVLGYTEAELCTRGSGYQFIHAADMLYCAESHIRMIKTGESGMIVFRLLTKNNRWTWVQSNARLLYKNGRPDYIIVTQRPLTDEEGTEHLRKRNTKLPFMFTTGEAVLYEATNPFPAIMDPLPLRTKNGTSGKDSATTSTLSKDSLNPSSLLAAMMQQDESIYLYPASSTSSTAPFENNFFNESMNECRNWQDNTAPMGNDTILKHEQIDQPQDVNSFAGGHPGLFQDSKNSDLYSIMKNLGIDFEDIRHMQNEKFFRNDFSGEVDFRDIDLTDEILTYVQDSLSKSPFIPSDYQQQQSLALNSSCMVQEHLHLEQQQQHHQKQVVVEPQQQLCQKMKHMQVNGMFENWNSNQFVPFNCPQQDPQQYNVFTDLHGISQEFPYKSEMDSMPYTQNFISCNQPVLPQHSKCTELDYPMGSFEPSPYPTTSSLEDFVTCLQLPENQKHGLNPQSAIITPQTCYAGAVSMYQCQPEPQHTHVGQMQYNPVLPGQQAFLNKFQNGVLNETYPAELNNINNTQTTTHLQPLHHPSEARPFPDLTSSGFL
HCV core dimer – HCV core protein dimerization inhibition; TR-FRET GST/Flag-core106 dimerization, 1536-well; inhibition, % at 5 µM; 300,000 tested, 0.33% active; AID 1899;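 active means inhibition above the mean of all tested compounds plus 3 SD, set per screening campaign, cut at about 45% in these data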
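assay system = GST-tagged and Flag-tagged HCV core protein residues 1-106 | controls = unlabelled core106 and no-GST-core106 wells | incubation = compound-protein-antibody incubation 4 h at 22.5 °C | probe or stimulus = Eu donor and XL665 acceptor anti-tag antibodies | read-out = % inhibition based on acceptor/donor emission ratio | signal = TR-FRET 671 and 617 nm emission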
PAFAH2 FP inh – PAFAH2 (human) inhibition. inhibition, % at 3.39 µM. recombinant PAFAH2, FP-rhodamine activity probe, fluorescence polarization. 340,000 tested, 0.99% active;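 active means inhibition above the mean over all tested compounds plus 3 SD, cut at about 30% in these data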;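 further: inhibitors block probe labeling of enzyme so polarization drops; 0% = enzyme with DMSO and 100% = wells lacking PAFAH2 protein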
PP1 counter – blocks human PP1-alpha phosphatase, a PP5 counter-screen; purified PP1alpha, OMFP fluorescence; inhibition, % at 6.7 µM; P62136; AID 2235; 320,000 tested, 0.9% active;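 active means inhibition above the mean inhibition of all tested compounds plus 3 SD, computed separately for each screening campaign, cut at about 15% in these data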
proCasp7 act – counter-screen for procaspase-3 activators: activators of human procaspase-7. recombinant procaspase-7, Ac-DEVD-pNA absorbance 405 nm; D23A/D198A/D206A triple mutant, cannot self-cleave; scale: DMSO 0, 5 µM enzyme 100. activation, % at 8.5 µM. P55210. 330,000 tested, 0.093% active;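 active means percent activation above the screen-wide mean plus 3 SD, cut at about 25% in these data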
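Assay system – Uncleavable procaspase-7 mutant enzyme · Quantity – 2 µM procaspase-7 mutant as dispensed · Times – 1 h preincubation, 2 h reaction · Dosing – single nominal 8.5 µM compound dose, 0.8% DMSO final · Buffer or medium – Zinc-free 50 mM HEPES buffer, pH 7.4, with NaCl and Triton X-100 · Detection – Epi-absorbance of released pNA at 405 nm, two timepoints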
PP5 inh – PP5 (human) phosphatase inhibition; P53041; purified PP5c, OMFP substrate fluorescence; inhibition, % at 6.7 µM; 320,000 tested, 0.18% active;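 active means inhibition above the campaign's mean inhibition across all tested compounds plus 3 SD, cut at about 9.5% in these data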;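 further: 0% = DMSO only and 100% = 100 µM cantharidin control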
The depositor's hits bear a star; · = no result given.

SMILES	procasp3 activ	CTSL1 counter	TPT1 inhibitor	AHR act	HCV core dimer	PAFAH2 FP inh	PP1 counter	proCasp7 act	PP5 inh
CCOC(=O)c1ccc(N2C(=O)C3CCOc4ccccc4C32)cc1 (stereo not drawn)	-0.9	·	·	-0.5	·	80.4*	3.2	-4.0	1.8
Nc1c(N(Cc2ccccc2)C(=O)COc2ccc(F)cc2Cl)c(=O)[nH]c(=O)n1Cc1ccccc1	0.7	·	·	-0.6	·	-2.3	·	-1.1	·
CCn1cc(C(=O)NCc2cccs2)c(=O)c2cc(S(=O)(=O)N3CCOCC3)ccc21	10.2	-0.8	-4.6	1.0	3.7	·	-6.0	5.9	1.4
CCOC(=O)C1CCN(C(=O)Cn2c(=O)oc3cc(S(=O)(=O)N4CCCC4)ccc32)CC1	0.5	-2.8	-4.5	-0.8	-0.5	0.8	-0.8	6.4	0.4
C[C@H]1CN([C@@H](C)CO)C(=O)Cc2cc(NC(=O)Cc3ccccc3)ccc2O[C@H]1CN(C)C(=O)Nc1cccc2ccccc12	6.5	·	·	10.5	·	0.3	·	-4.2	·
O=C(CCCc1ccccc1)Nc1ccc(Br)cc1F	-8.2	4.4	-1.0	4.4	-10.1	-3.5	-0.4	11.6	-7.2
O=S(=O)(c1cnc[nH]1)N1CCN(c2ccccc2)CC1	8.2	-1.4	1.2	-1.7	-10.0	-0.9	-5.2	-0.5	-0.2
Cc1ccc2nsnc2c1NC(=O)CCl	-7.9	4.8	-1.5	0.4	-0.5	-4.9	1.2	10.8	-1.3
CCn1nc(NC(=O)C(C)C)c2cc3cccc(C)c3nc21	-27.1	6.4	-1.4	15.3	-1.4	-6.5	0.1	-18.7	0.9
Clc1ccc(OCc2nnc3n2CCCCC3)c(Cl)c1	-4.0	0.0	-2.2	-3.3	0.4	-8.8	-4.6	-2.5	-1.0
Cc1ccc(C2CC(c3cccs3)=NN2C(=O)CSC2=NCCS2)cc1 (stereo not drawn)	2.0	6.2	1.9	1.5	11.3	1.2	8.8	5.1	4.5
O=C(Cc1ccccc1)Nc1c(C(=O)N2CCCCCC2)cnn1-c1ccccc1	-2.5	-0.1	-0.4	-0.4	5.7	6.7	2.1	-9.1	-0.2
COc1c(F)c(F)c(-c2csc(N)n2)c(F)c1F	-3.9	3.6	2.9	-2.1	0.1	-2.9	-1.8	-5.6	4.1
COc1ccc(NC(=O)c2cc(-c3ccncc3)nc3ccccc23)c(OC)c1	-2.0	·	·	56.5*	·	7.1	·	7.5	·
COc1ccc(CCNC(=S)N2CCN(S(=O)(=O)c3ccccc3)CC2)cc1	-10.4	0.6	-1.6	-0.9	0.9	-0.9	-0.7	-11.0	1.7
COc1ccc(NC(=O)CC2SC(=NCC3CCCO3)NC2=O)cc1 (stereo not drawn)	-0.6	0.1	-5.4	0.0	22.4	10.4	0.2	4.3	5.3
CC1=CC(C)(C)Nc2ccc(OC(=O)C(Cc3ccccc3)N3C(=O)c4ccccc4C3=O)cc21 (stereo not drawn)	-1.8	-7.9	-3.7	3.9	18.9	1.5	0.1	1.3	4.6
O=C(NCCN1CCCC1)c1cccc(Cl)c1	6.3	4.6	-2.4	1.6	2.7	-8.1	-2.9	0.9	1.6
O=C(Nc1ccccc1)N1CCN(c2cccc(C(F)(F)F)c2)CC1	1.9	-2.2	-3.2	-3.3	2.0	-4.5	2.3	7.0	3.2
COc1ccc(C(=O)c2c3ccc(C(F)(F)F)cc3[n+]([O-])n2CCCN)cc1	5.3	2.2	-0.8	64.5*	-7.0	-0.7	-3.4	-4.1	0.9
O=[N+]([O-])c1ccccc1SNc1ccccn1	4.7	-1.6	-3.5	3.1	-8.9	3.0	0.9	7.7	1.8
CCC(c1nnnn1C1CCCC1)N1CCC(C(N)=O)CC1 (stereo not drawn)	-2.2	6.1	2.7	0.1	2.9	·	-0.7	-2.7	-1.2
CCOc1cc(CN2CCC(CO)(Cc3cccc(C(F)(F)F)c3)CC2)ccc1OC	-3.0	0.4	-2.2	1.0	1.1	-3.5	-0.2	-1.4	-3.1
Cc1cc(C(=O)N/N=C/c2c(CO)cnc(C)c2O)c2ccccc2n1	-4.8	2.2	1.2	-2.5	-13.6	6.8	-0.1	3.2	1.8

A second format for part of the listing above.
Below each compound – procasp3 activ	CTSL1 counter	TPT1 inhibitor	AHR act	HCV core dimer	PAFAH2 FP inh	PP1 counter	proCasp7 act	PP5 inh
> COc1ccc(NC(=O)CC2SC(=NCC3CCCO3)NC2=O)cc1 (stereo not drawn)
 : -0.6	0.1	-5.4	0.0	22.4	10.4	0.2	4.3	5.3
> CC1=CC(C)(C)Nc2ccc(OC(=O)C(Cc3ccccc3)N3C(=O)c4ccccc4C3=O)cc21 (stereo not drawn)
 : -1.8	-7.9	-3.7	3.9	18.9	1.5	0.1	1.3	4.6
> COc1ccc(CCNC(=S)N2CCN(S(=O)(=O)c3ccccc3)CC2)cc1
 : -10.4	0.6	-1.6	-0.9	0.9	-0.9	-0.7	-11.0	1.7

Continuation.
SMILES	procasp3 activ	CTSL1 counter	TPT1 inhibitor	AHR act	HCV core dimer	PAFAH2 FP inh	PP1 counter	proCasp7 act	PP5 inh
O=c1c([N+](=O)[O-])c(N2CCCC2)c2ccccc2n1-c1ccccc1	0.6	0.1	3.1	2.9	0.6	-4.7	-2.0	-7.4	-1.8
CC(CC(=O)Nc1ccc(F)c([N+](=O)[O-])c1)c1ccccc1 (stereo not drawn)	-2.0	2.1	-3.2	1.2	-7.2	6.5	-0.7	7.5	1.1
Cc1cc(O)ccc1NC(=O)CCN1C(=O)c2ccc([N+](=O)[O-])cc2C1=O	0.2	3.9	0.3	-0.4	-2.4	-11.6	-1.6	1.5	-1.0
O=C(CNC1CCN(Cc2ccccc2)CC1)Nc1ccc(S(=O)(=O)N2CCCCC2)cc1	9.9	-1.3	0.6	-0.9	0.8	4.9	-5.1	0.6	5.5
CCOC(=O)C1=C(C)N(CCCC(=O)O)C(=O)NC1C(CC)CC (stereo not drawn)	4.0	-1.7	1.8	-0.9	-1.1	0.8	4.2	3.1	2.1
CC(C)OCCCNC(=O)c1ccncc1	4.8	-0.9	-2.4	-1.6	-3.2	-7.8	-7.3	4.5	-0.4
O=C(NCCNC(=O)c1cc(OCC(F)(F)F)ccc1OCC(F)(F)F)Nc1ccc(Cl)cc1	2.3	5.3	-2.2	5.5	0.9	·	4.3	9.8	1.1
CCOC(=O)N1CCN(Cc2cc(=O)oc3cc4c(cc23)CCC4)CC1	6.1	0.5	0.4	-2.5	6.0	7.3	0.6	-6.6	3.7
CO[C@@]1(NC(=O)Cc2cccs2)C(=O)N2C(C(=O)O)=C(COC(N)=O)CS[C@@H]21	-1.7	4.5	-0.1	-4.6	12.5	5.4	-5.0	-1.6	-0.8
O=C(CSc1nc2nc(-c3cccs3)cc(C(F)(F)F)c2c(=O)[nH]1)Nc1ccc(F)c(F)c1	10.5	4.0	9.5	6.2	5.2	-21.1	38.8*	10.3	3.1
Cc1cc(/C=C2\SC(=Nc3ccc(N4CCOCC4)cc3)N(C)C2=O)c(C)n1-c1cccnc1	4.2	-3.7	0.7	42.4	-1.1	1.6	-1.6	-5.6	3.2
O=C(/C=C/c1ccc(Cl)cc1)OCC(=O)c1ccc[nH]1	5.2	·	·	3.2	·	1.3	4.2	-4.8	2.5
CSc1ccccc1NC(=O)CN(C)C(=O)CCc1c[nH]c2ccccc12	-3.6	-1.2	0.0	5.0	2.1	-2.3	-0.7	-6.3	-1.0
Cc1ccc2c(c1)sc(-c1ccc(N(C)C)cc1)[n+]2C	-19.6	8.8	-3.3	-8.6	-12.3	-9.3	2.5	-34.0	0.1
CC1Cc2ccccc2N1Cc1cc(=O)n2ccsc2n1 (stereo not drawn)	-5.4	-1.5	-1.9	39.5	68.0*	14.3	21.9*	-10.9	-3.6
COc1cccc(NC(=O)CN(C)C(=O)c2cc(S(=O)(=O)N3CCCCC3)ccc2Cl)c1	12.8	0.5	-4.7	-1.6	-3.4	8.8	-3.5	4.6	-1.1
Cc1cc(C(=O)N2CCN(c3ncccn3)CC2)nn1C	7.5	-2.5	0.7	-4.7	-4.3	0.5	-0.6	11.8	-2.2
O=C(c1ccco1)N1CCN(C(=O)c2ccc(COc3ccc(Cl)cc3Cl)o2)CC1	4.6	2.2	-3.1	-0.5	8.1	28.4	1.3	9.4	1.1
CCn1cc(C(=O)N2CCN(c3ccc(OC)cc3)CC2)c(=O)c2cc(S(=O)(=O)N3CCOCC3)ccc21	9.8	0.5	-2.0	-0.3	-5.7	0.5	-2.9	6.5	-1.6
O=C(C[n+]1ccc(-c2nnc3n2CCC3)cc1)c1ccc(Cl)c(Cl)c1	3.1	2.6	-2.4	2.6	3.6	-1.6	3.1	11.6	-0.3
Cc1ccc(NC(=O)CSc2nnc(NC(=O)c3ccc(S(=O)(=O)N4CCOCC4)cc3)s2)cc1	4.1	2.5	-8.2	-0.1	13.9	0.9	-0.7	6.3	-1.4
COc1cccc(-c2noc(CCCC(=O)N3CCOCC3)n2)c1	1.9	1.4	-2.3	3.9	-1.7	0.2	-2.0	2.7	-0.1
CCNC(=O)Nc1ccc(S(=O)(=O)Nc2cnc(C)nc2C)cc1	4.2	-2.6	-5.8	2.4	-3.9	2.2	-4.6	-7.7	-5.0
CN(c1ccccc1C(=O)Nc1cccc(C(F)(F)F)c1)S(C)(=O)=O	-0.4	4.2	1.2	17.7	-1.2	-0.1	-2.6	-0.5	0.8
O=C(CCNC(=O)C1CCN(S(=O)(=O)c2ccccc2)CC1)NCc1ccncc1	-2.0	4.5	1.2	1.1	9.3	4.3	1.2	0.9	-1.5
C#CCOC(=O)Nc1ccc(=O)n(Cc2c(Cl)cccc2Cl)c1	-4.6	-0.2	0.8	9.7	-0.5	6.5	-1.7	4.1	2.1
CC(C)(C)Nc1nc(Cl)nc(NCc2ccccc2)n1	1.4	-0.8	-1.4	1.2	-3.5	2.5	0.3	-0.2	3.2
COc1ccc(CNC(=O)CN2CCN(S(=O)(=O)c3ccccc3)CC2)cc1	-1.2	·	·	0.4	·	10.2	-1.8	-3.0	0.6
Cc1ccc2[nH]c3c(c2c1)CCCC3NCCO (stereo not drawn)	-9.9	-0.4	0.3	1.4	-12.2	-1.2	0.1	9.0	3.2
O=C1C2=C(SCCS2)C(=O)N1CCCO	6.0	-0.2	-25.1	1.5	2.5	10.4	-1.9	-10.3	5.2
COc1ccccc1NC(=O)CCn1c(=O)c2cccn2c2ccccc21	3.6	-1.8	-0.3	14.3	2.6	-1.3	-1.1	7.2	-0.7
COc1ccc(NC(=O)CSCC(=O)N(C)CC(=O)Nc2cccc3ccccc23)cc1	0.5	0.3	-0.1	0.8	1.6	-0.7	-5.9	11.4	3.0
CCOc1c(Br)cc(CNc2ccc(N3CCN(C(C)=O)CC3)cc2)cc1OC	-0.5	0.1	-1.1	0.8	-12.0	-5.1	-1.1	-21.0	2.9
CC(=O)N1CCN(C(=O)CNC(=O)c2ccc(Br)o2)CC1	1.4	-1.2	-2.4	-2.5	-7.6	1.9	-1.8	8.4	-1.7
Cc1nc(-c2nc(-c3c(C(=O)NNC(=O)Nc4cccc(Cl)c4)noc3C)cs2)cs1	-8.5	-1.8	2.6	4.7	2.0	·	0.9	4.1	2.5
